Screening data from PubChem BioAssay.
anti-Giardia: anti-Giardia activity of synthetic compounds – Compounds Australia Scaffold Library subset, 24/48 h, primary screen (AID 1794835); active compounds read high; inhibition, % at 10 µM; 2,500 compounds, 2% hits; in the data active = inhibition mostly above about 45%, no sharp cut-off; inactive = mostly below about 37%;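 note: 0% = parasite counts in DMSO vehicle wells; trophozoite growth inhibition read by imaging counts at 24 h; calls made by hand needing about 50% inhibition in two separate runs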
Active calls of the source: *; i = inactive. A portion of the library. The share of hits here may be higher or lower than overall.

SMILES	anti-Giardia
CCOC(=O)c1sc(N2C(=O)C(O)=C(C(=O)c3ccco3)C2c2ccc(OC)cc2)nc1C (stereo unspecified)	7
Cc1nc(-c2ccc(C)c(S(=O)(=O)N3CCN(c4ccccc4)CC3)c2)no1	i
CCn1nc(C)c2[nH]c(=O)n(Cc3ccc(F)cc3)c(=O)c21	i
Cc1noc(C)c1CN1C(=O)NC(C)(c2cc3ccccc3o2)C1=O (stereo unspecified)	i
CC1CCN(C(=O)c2n[nH]c(=O)c3ccccc23)CC1	i
O=C(c1cc(-c2ccco2)nc2c1cnn2Cc1ccc2c(c1)OCO2)N1CCCC1c1cccs1 (stereo unspecified)	i
CCCNC(=O)N1CCN(Cc2c(C)noc2C)CC1	i
CCOC(=O)c1ccc(NC(=O)NC2CC(=O)N(C3CCCC3)C2)cc1 (stereo unspecified)	i
COc1cccc(-c2noc(Nc3cccc(C)c3)n2)c1	i
Cc1cc(-c2cc(C(=O)Nc3c(C)n(C)n(-c4ccccc4)c3=O)c3cnn(C(C)C)c3n2)c(C)o1	i
CC(=O)Nc1ccc(C(=O)OCc2cc(-c3cccs3)on2)s1	14
CN1CCN(C(=O)CC2C=CCC2)C2(CCCCC2)C1 (stereo unspecified)	i
O=C(NC1CCCC1)c1sccc1S(=O)(=O)N1CCOCC1	i
CCS(=O)(=O)N1CCC2(CC1)OC(=O)C(C)=C2C(=O)Nc1ccc(C)cc1C	i
COc1cccc(CCC(=O)NC2(c3nc(C)no3)CCCCC2)c1	i
Cc1ccc(-c2cc(C(=O)NC3CC3)c3c(C)noc3n2)s1	i
COc1cccc(C(=O)N2CCCN(c3cc(C)nc(C)n3)CC2)c1	i
CC(C)c1oc(C2CCCN2C(=O)c2nc3ccccc3c(=O)[nH]2)nc1-c1ccccc1 (stereo unspecified)	i
Cc1ccc(C2=NC3(CCN(C(=O)c4ccc[nH]4)CC3)ON2)cc1	i
CCOc1cccc(C(=O)N2CCN(CC3CCCCN3C)CC2)c1 (stereo unspecified)	i
COCC(=O)N1CCC(Oc2ncccc2C(=O)N(C)C)CC1	5
CCCS(=O)(=O)N1CCCC1c1c(C)noc1CC (stereo unspecified)	1
CCn1nc(C(=O)NCc2ccccc2F)cc1-c1cc(C)sc1C	10
O=C(Nc1cc(Cl)ccc1O)c1cc(-c2ccc(F)cc2)no1	4
Cc1cc(C2CCCN(C(=O)CCc3cnn(C)c3)C2)n[nH]1 (stereo unspecified)	8
CCOc1ccc(NC(=O)N2CCCC(c3cccc(C(=O)NCCc4ccco4)c3)C2)cc1 (stereo unspecified)	1
CCCNC(=O)C1CCCN(c2ccnc(-c3ccccc3)n2)C1 (stereo unspecified)	i
CCC(=O)N1CC(C(=O)O)C2(CCOCC2)C1 (stereo unspecified)	i
CC(C)c1csc(-c2ccc(S(=O)(=O)NCc3ccc(Cl)cc3)s2)n1	i
Cc1ccc(NC(=O)c2cc3c(=O)n(CC(C)C)ccc3n2C)cc1	18
Cc1cccc(CC(=O)N2CCN(c3nc4cccnc4n(Cc4ccccc4)c3=O)CC2)c1	39
Cc1ccc(S(=O)(=O)N(C)c2ccsc2C(=O)Nc2ccc(C)c(C)c2)cc1	12
Cc1ccc(NC(=O)c2nc3c(=O)n(Cc4ccccc4C)c4cc(C)ccc4n3n2)cc1	3
Cc1ccc(Cl)cc1NC(=O)C1CC2CSCN2C12C(=O)Nc1ccccc12 (stereo unspecified)	17
COc1ccc(-c2csc(-n3nccc3C(F)(F)F)n2)cc1OC	28
Cc1cc(NC(=O)c2ccc([N+](=O)[O-])cc2)n(-c2nc3ccccc3[nH]2)n1	6
CN1CCN(C(=O)c2ccc3nc[nH]c3c2)Cc2ccccc21	i
FC(F)(F)c1nc2ccccc2n1Cc1cc(-c2cccs2)on1	i
Cc1nn(Cc2cc(-c3ccco3)on2)c(C)c1S(=O)(=O)N1CCc2ccccc21	i
CCCNC(=O)CN1CCCN(C(=O)c2cccc(C)n2)CC1	i
CC(=O)c1cccc(NC(=O)CN2CCC(c3nc(-c4ccccc4)no3)CC2)c1	i
CCCOc1ccc(-c2noc(Cc3nc(-c4cccc(OC)c4)cs3)n2)cc1	5
CCc1ccc(N2CC(c3nnc(NC(=O)c4c(-c5ccccc5)noc4C)s3)CC2=O)cc1 (stereo unspecified)	i
Cc1ccc(N2CCCN(C(=O)c3csc(C)n3)CC2)nn1	i
Cc1noc(Cn2nc(C)nc2-c2ccc(Cl)c(Cl)c2)n1	i
O=C(NCc1cccc(C(F)(F)F)c1)C1CCCN(c2nccnc2Oc2ccccc2)C1 (stereo unspecified)	16
COc1ccc(C)cc1N1C(=N)C(=C2Nc3ccccc3S2)C(c2ccccc2)C1=O (stereo unspecified)	97*
Cc1nnc(CN2CCN(CC(O)COCc3ccco3)CC2)n1C (stereo unspecified)	29
Brc1ccccc1SCc1noc(-c2cccs2)n1	i
Cn1nc(C(=O)NCCCN2CCN(c3ccccc3)CC2)c2c1-c1ccccc1OC2	i
New compounds follow:
SMILES	anti-Giardia
CCn1nnc2c(C(=O)NCCC3=CCCCC3)c(C)sc2c1=O	3
CCCNC(=O)c1cn(C)nc1S(=O)(=O)N1CCC(C)CC1	4
O=C1CCCc2cc(S(=O)(=O)N3CCN(c4ccccc4)CC3)ccc2N1	19
O=C(CN1C(=O)NC2(CCc3ccccc32)C1=O)N1CCCC(c2nnc3ccccn23)C1 (stereo unspecified)	i
Cc1cccc(N2CCN(CCNc3cnn(-c4ccc(C(F)(F)F)cn4)c(=O)c3Cl)CC2)c1	i
O=S1(=O)CCC(Nc2nc(-c3ccccn3)nc3scc(-c4ccccc4)c23)C1 (stereo unspecified)	25
C=CCn1c(C)c(CC(=O)Nc2cc(F)ccc2C)c(=O)n2nc(-c3ccccc3)nc12	41
O=C(c1cccnc1N1CCNC(c2ccccc2)C1)N1CCN(c2ncccn2)CC1 (stereo unspecified)	i
COC1CCN(C(=O)c2cc(C3CC3)nn2-c2ccccc2)CC1	i
O=c1oc(-c2ccc(F)cc2)nn1Cc1nc(-c2ccccc2)no1	i
CC1COCCN1Cc1noc(-c2ccco2)n1 (stereo unspecified)	i
Cc1ncc([N+](=O)[O-])n1Cc1csc(Cc2ccccc2)n1	67*
Cc1cccc(-c2cc(N3CCN(C(=O)c4cc(Cl)ccc4F)CC3)ncn2)c1	47
Cc1occc1C(=O)Nc1nc(CC(=O)Nc2ccc(N3CCOCC3)cn2)cs1	i
COc1cccc(C(=O)n2nc(-c3cccnc3)nc2NCc2ccc(C)cc2)c1	24
CCOc1ccc(-n2nnnc2CNS(C)(=O)=O)cc1	i
CC(=O)N(c1cccc(Cl)c1)c1nc(Cn2nnc(-c3cccc(C(F)(F)F)c3)n2)cs1	i
C[C@@]1(O)CCN(C(=O)c2cccc(F)c2)C[C@H]1N1CCCC1	i
CN1CCCN(c2ncnc3cc(Cl)ccc23)CC1	i
CCc1nnc2c3ccccc3c(-c3ccc(C)c(C)c3)nn12	i
Cn1c(=O)[nH]c(=O)c2c1nc(CN1CCN(Cc3ccccc3)CC1)n2CCCc1ccccc1	i
COc1ccc(-c2nc(CS(=O)(=O)c3ccc(C)cc3)no2)c(C)c1	11
CC1CC(=O)NCCN1c1ncnc2scc(-c3ccc(Cl)cc3)c12 (stereo unspecified)	i
COc1cccc(CNC(=O)C2CCCN(C(=O)N3CC(C)Oc4ccccc43)C2)c1OC (stereo unspecified)	i
O=C(Nc1ccnn1Cc1ccccn1)c1cccnc1Oc1ccccc1	3
COC(=O)c1ncn2c1C(=O)N(CCCc1ccccc1)C(C)(C(=O)NCc1ccccc1)C2 (stereo unspecified)	i
CCN(Cc1ccccc1)C(=O)c1cc(-c2ccccc2)n[nH]1	36
Cc1cnn(C2CCN(C(=O)c3cc([N+](=O)[O-])ccc3Cl)CC2)c1	i
O=C(CN1C(=O)C(c2ccccc2)Oc2cccnc21)NCCCc1ccccc1 (stereo unspecified)	i
CCC1Oc2ccc(C)cc2N(CC(=O)NCc2ccccc2)C1=O (stereo unspecified)	i
COc1ccc(-c2c(C(=O)Nc3cccc(Cl)c3)nn3c(C)cc(=O)[nH]c23)cc1	7
c1ccc(CCN2CCC(c3c[nH]c4ncccc34)CC2)nc1	12
COc1cccc(N2CCN(C(=O)C3CCN(c4nc(NC(C)=O)ns4)CC3)CC2)c1	16
Cc1c(C(=O)NCCCN2CCOCC2)oc2c1-c1nn(Cc3ccc(Cl)cc3)cc1CC2	1
CCN(Cc1cccs1)C(=O)CN1CCC(n2c(=O)[nH]c3ccccc32)CC1	i
COc1ccc(NC(=O)c2nnn(CC(=O)Nc3ccc(C)cc3)c2N)c(OC)c1	i
Cc1ccc(S(=O)(=O)n2ccn(C(=O)c3ccccc3C)c2=O)cc1	i
Cc1c(-c2nc(-c3cccnc3)no2)oc2ccc(S(=O)(=O)N3CCOCC3)cc12	1
O=C(NCc1ccc2c(c1)CCN2C(=O)c1ccccc1)c1[nH]nc2c1CCc1ccccc1-2	6
Cc1nc(Cn2cccc2C(=O)Nc2ccc(Cl)cc2)no1	i
CCC(C)(C)C(=O)N1CCCN(C(=O)c2ccncc2)CC1	i
COc1ccc(NC(=O)N2CCN(c3cc(C)nc(N4CCOCC4)n3)CC2)cc1	44
O=C(NCCSc1ccc(Cl)cc1)c1cc(S(=O)(=O)N2CCOCC2)c[nH]1	8
COC(=O)c1sccc1NC(=O)N1CCN(c2nc3cc(F)ccc3n3cccc23)CC1	i
CSc1ccc(NC(=O)N2C[C@@H]3C[C@H]2C[C@@H]3NC(=O)c2cccs2)cc1	18
O=C(CN1CCN(Cc2ccccc2)C1=O)NCc1ccc(Cl)cc1	i
CC(=O)Nc1nonc1-c1nc2ccccc2n1Cc1ccccc1C	i
Cc1cc(-c2cc(S(=O)(=O)N(CCN(C)C)Cc3cccs3)c(C)s2)n[nH]1	14
CN(Cc1ccccc1)C(=O)c1cccc2c1CCN2C(=O)Nc1ccccc1	i
COc1cccc(-n2nnc(-c3nc(C)c(C(=O)NCCC4=CCCCC4)s3)c2C)c1	i
Going on with the list.
SMILES	anti-Giardia
COc1ccccc1-c1nc(C2CCCN(C(=O)c3ccc(C(C)C)cc3)C2)no1 (stereo unspecified)	i
CCn1cnc2ccc(C(=O)N3CCCC3)cc2c1=O	i
CNc1cccnc1OC1CCN(C(=O)CCc2nc3ccccc3[nH]2)C1 (stereo unspecified)	11
COC(=O)C(C)n1cnc2c(nnn2Cc2ccccc2F)c1=O (stereo unspecified)	11
c1ccc(-c2n[nH]c(C3CCNCC3)n2)cc1	i
CC1c2ccsc2CCN1C(=O)c1ccc(S(=O)(=O)NC(C)(C)C)o1 (stereo unspecified)	i
CCC(C)NC(=O)N1CCc2c(sc3nc(-c4ccc(C)cc4)nn23)C1 (stereo unspecified)	11
COCCn1cc2c3c(cccc31)CN(C(=O)Nc1ccccc1F)CC2	22
CS(=O)(=O)N1CCCC1C(=O)OCc1cc(=O)n2c3c(sc2n1)CCCC3 (stereo unspecified)	10
CCN(c1ccc(-c2csc(Cc3nnc4n3CCCCC4)n2)cc1)S(C)(=O)=O	17
Cn1nc(-c2nnc(-c3ccc(F)cc3)o2)c2c1CCN(C(=O)c1ccccc1Br)C2	i
CCOCCn1c(N2CCCCC2)nc(C)cc1=O	34
COCc1ccc(CNc2cncc(-n3cccn3)n2)cc1	i
c1ccc(-c2cn3nc(-c4ccccc4)n4c3c2CCCC4)cc1	i
COc1ccc(-c2cccc(NC(=O)c3ccccc3Br)c2)nn1	16
CCOc1ccc(NC(=O)C2(c3ccccc3)CCCN(CC)CC2)cc1 (stereo unspecified)	24
CCOC(=O)N1CCN(C(=O)c2nn(-c3ccccc3)c3c2CCC3)CC1	36
Cc1cc(C(=O)N2CCN(c3ncnc4c3cnn4C)CC2)c2c(C)noc2n1	i
Cc1noc(CN2CCN(c3cc(=O)n4ccccc4n3)CC2)n1	i
Cc1ccc(N2C(=O)CS(=O)(=O)C23C(=O)Nc2ccccc23)cc1C (stereo unspecified)	i
Cc1ccc(CNC(=O)N2CCN(C3=CC4=NCC(C)N4C=N3)CC2)cc1 (stereo unspecified)	12
CCn1ccnc1CN1CCCN(C(=O)c2cnc(C)cn2)CC1	11
CCn1c(Cn2c(-c3cccnc3)noc2=O)nc2c(F)cccc21	i
O=c1[nH]c2ccccc2c2nc(-c3ccco3)nn12	i
Cc1cccc(-c2nc3sc(N4CCCCC4)nn3c2NC(=O)C2CC2)c1	23
O=C(CCc1ccccc1)N1CCC(Oc2ncccc2C(=O)N2CCCCC2)C1 (stereo unspecified)	i
